Bioassay records: PubChem, The Scripps Research Institute Molecular Screening Center
ASAP1 GAP inh: blocks human ASAP1-stimulated Arf1 GTP hydrolysis | GDP FP detection | inhibition, % at 16.5 µM | 360,000 tested, 0.19% active | AID 624377; in the data active means inhibition above about 25%;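 further: 0% = vehicle with enzyme and substrate and 100% = no enzyme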
SIAE inh: human SIAE inhibition, primary screen. Q9HAT2. SIAE FP-Rh probe binding, fluorescence polarization. inhibition, % at 9.66 µM. 370,000 tested, 0.69% active. AID 1053197;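 active means inhibition above a cutoff: mean of compounds within the control limits plus 3 SD of those, cut at about 17% in these data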;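 further: 0% = plate median of compound wells and 100% = probe without SIAE protein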
ADAM17 inh: ADAM17 inhibition, QFRET primary screen. 370,000 tested, 0.83% active. inhibition, % at 6.95 µM. AID 720648. recombinant ADAM17, EDANS/DABCYL FRET peptide cleavage. P78536;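 active means inhibition above the mean of compounds lying between control limits plus 3 SD, set per campaign, cut at about 8.5% in these data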;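 further: 0% = DMSO-only wells as the low control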
TDP2 absorb: TDP2 (human) inhibition, absorbance primary screen | inhibition, % at 12.8 µM | recombinant TDP2, T5PNP hydrolysis, p-nitrophenol absorbance 415 nm | O95551 | AID 720702 | 370,000 tested, 0.34% active;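 active means inhibition above the mean of all tested compounds plus 3 SD, set per campaign, cut at about 25% in these data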;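 further: 0% = DMSO with enzyme and 100% = buffer with substrate but no TDP2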
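Evaluation: % inhibition relative to enzyme-containing and enzyme-free wells. Material: recombinant human TDP2. Benchmarks: enzyme-free and DMSO wells. Timing: enzyme reaction with compound for 2 h at 37 °C. Compound dosing: 12.8 µM only. Measured by: p-Nitrophenol epi absorbance. Reagent: T5PNP substrate at 5 mM, a TopII-DNA adduct mimic. Replication: single well per compound.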
PLCg1 inh: blocks human PLC-gamma1 enzyme activity; P19174; inhibition, % at 12.2 µM; 370,000 tested, 0.84% active; purified PLC-gamma1, fluorogenic substrate, fluorescence; in the data active means inhibition above about 9.5%
Target sequence (P19174 whole entry, looked up): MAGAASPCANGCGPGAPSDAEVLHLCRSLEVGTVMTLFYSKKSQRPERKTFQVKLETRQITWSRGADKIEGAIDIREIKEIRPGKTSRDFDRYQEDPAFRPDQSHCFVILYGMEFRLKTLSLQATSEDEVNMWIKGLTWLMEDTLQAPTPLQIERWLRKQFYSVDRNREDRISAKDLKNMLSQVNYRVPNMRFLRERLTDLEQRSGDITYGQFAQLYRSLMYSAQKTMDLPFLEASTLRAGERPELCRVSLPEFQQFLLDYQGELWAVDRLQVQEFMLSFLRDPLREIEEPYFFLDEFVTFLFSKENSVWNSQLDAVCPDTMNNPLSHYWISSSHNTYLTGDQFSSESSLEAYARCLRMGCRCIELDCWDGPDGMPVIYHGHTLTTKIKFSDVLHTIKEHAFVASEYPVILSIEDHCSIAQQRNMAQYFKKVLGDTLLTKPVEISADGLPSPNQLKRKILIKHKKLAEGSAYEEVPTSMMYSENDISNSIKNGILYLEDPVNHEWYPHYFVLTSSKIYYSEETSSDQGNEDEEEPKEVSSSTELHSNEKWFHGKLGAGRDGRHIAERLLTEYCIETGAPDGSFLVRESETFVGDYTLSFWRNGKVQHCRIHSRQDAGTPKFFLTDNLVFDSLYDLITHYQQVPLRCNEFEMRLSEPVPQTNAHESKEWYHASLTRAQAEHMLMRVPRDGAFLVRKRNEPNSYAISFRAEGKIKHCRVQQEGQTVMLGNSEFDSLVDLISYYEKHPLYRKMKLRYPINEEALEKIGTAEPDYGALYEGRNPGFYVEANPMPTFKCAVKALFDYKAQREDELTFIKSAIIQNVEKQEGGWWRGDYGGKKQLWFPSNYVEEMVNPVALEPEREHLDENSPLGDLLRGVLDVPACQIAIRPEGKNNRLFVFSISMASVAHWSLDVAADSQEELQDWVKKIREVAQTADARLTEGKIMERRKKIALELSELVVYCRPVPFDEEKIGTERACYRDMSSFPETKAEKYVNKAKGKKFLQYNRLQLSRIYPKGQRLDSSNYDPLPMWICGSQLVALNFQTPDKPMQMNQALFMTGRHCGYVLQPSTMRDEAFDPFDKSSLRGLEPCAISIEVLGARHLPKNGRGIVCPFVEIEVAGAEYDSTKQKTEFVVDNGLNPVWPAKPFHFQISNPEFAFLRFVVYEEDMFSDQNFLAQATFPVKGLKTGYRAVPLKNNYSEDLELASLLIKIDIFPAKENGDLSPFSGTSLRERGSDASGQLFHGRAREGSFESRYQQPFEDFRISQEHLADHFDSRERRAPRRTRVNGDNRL
ADAM10 inh: ADAM10 inhibition, QFRET primary screen; O14672; recombinant ADAM10, EDANS/DABCYL FRET peptide cleavage, 3 h; inhibition, % at 7 µM; 370,000 tested, 0.62% active; AID 720582;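 active means inhibition above a per-campaign cutoff equal to the mean of compounds falling between control-based bounds plus 3 SD, cut at about 20% in these data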;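 further: 0% = DMSO wells while the 100% control is not disclosed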
Tn6 DDE FP: disrupts Tn6 cyclic peptide binding to fibrin D-Dimer-E complex; P02675; Fibrin DD(E) TRITC-Tn6 fluorescence polarization displacement; inhibition, % at 8.3 µM; 370,000 tested, 0.21% active;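 active means inhibition above a per-campaign cutoff: mean of compounds within control limits plus 3 SD, cut at about 15% in these data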;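 further: 0% = median of all compound wells on the plate and 100% = blocking peptide control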
ARFGAP1 inhibitor: inhibits rat ARF GTPase activating protein 1. AID 651572. Q62848. inhibition, % at 16.5 µM. 360,000 tested, 0.26% active. Arfgap1-stimulated ARF1 GTP hydrolysis, GDP FP detection;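 active means inhibition above a per-plate limit, mean inhibition of low control wells plus 3 SD, cut at about 25% in these data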;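 further: 0% = DMSO wells with enzyme and 100% = wells lacking Arfgap1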
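Assay system: purified rat His6-Arfgap1 residues 1-136 (GAP domain); Reagent: human Δ17 ARF1 bound to GTP; Dosing: 16.5 µM single point, 1.26% DMSO; Times: GTP hydrolysis reaction 2 h at 25 °C; Signal: FP, GDP Alexa 633 tracer displaced from anti-GDP antibody, 620/688 nm; Measure: % inhibition from polarization.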
Tn7 DDE FP: DD(E)-Tn7 binding inhibition, primary FP screen; P02675; 370,000 tested, 0.13% active; AID 720508; FP displacement of FITC-Tn7 peptide from fibrin DD(E); 0% = median of compound wells per plate; inhibition, % at 8.3 µM;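 active means inhibition above the mean of compounds falling within the control limits plus 3 SD of them, cut at about 14% in these data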;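 further: 0% = plate median of compound wells and 100% = 10 µM Aha-Tn7 peptide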
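Test system – human fibrin DD(E) · Times – 10 min preincubation, 3 h with tracer, room temperature · Detection – fluorescence polarization of the labelled Tn7 tracer · Measure – percent inhibition normalized to high-control wells · Benchmarks – high control wells with 10 µM unlabelled Aha-Tn7 peptide (full inhibition) · Repeats – singlicate testing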
PLC-beta3 inh: PLC-beta3 (human) inhibition, primary screen; Q01970; Purified PLC-beta3, fluorogenic substrate, fluorescence; inhibition, % at 12.2 µM; 370,000 tested, 0.18% active; AID 720704; in the data active means inhibition above about 11%;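 further: 0% = median of compound wells on plate and 100% = full blocker control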
* marks the source's active call; other numbers are inactive results; nt = not tested or not shown; & = joins results of further samples; ! = not confirmed by another sample. This is a random part of the collection. Share with any hit: about 3.6%.

Compound	PLCg1 inh	Tn7 DDE FP	TDP2 absorb	ADAM17 inh	ADAM10 inh	ARFGAP1 inhibitor	SIAE inh	ASAP1 GAP inh	Tn6 DDE FP	PLC-beta3 inh
O=C(O)c1cccc(S(=O)(=O)N2CCN(c3ccccn3)CC2)c1	4	-3	23	3	3	6	2	10	10	-4
CC(C)(C)C(=O)Nc1cc2nn(-c3ccccc3)nc2cc1Cl	-3	-2	-4	-8	-28	-4	-5	-13	-1	-4
Cc1ccccc1CN1CCN(CC2CC2)CC1CCO (stereo not drawn)	-3	2	10	-5	-5	-7	1	-4	-3	-8
CC(C)(CC(=O)c1ccccc1)CC(=O)c1ccccc1	-2	-1	4	1	3	4	-3	9	-1	3
Cc1ccccc1NC(=O)CN1C(=O)S/C(=C\c2cccn2-c2cccc(C(=O)O)c2)C1=O	1	8	6	-6	2	-3	-2	1	3	-2
CCOc1ccccc1NC(=O)CCC(=O)Nc1ccccc1OCC	3	1	-5	2	0	1	6	9	4	3
O=C(CSc1nnc(CNc2ccc(F)cc2)o1)c1ccccc1	-1	-1	-12	0	6	-1	3	12	12	1
COc1cccc(C(=O)NCCSCc2c(F)cccc2Cl)c1	0	7	6	-2	6	-8	-9	2	-3	-7
COc1cccc(/C=C/C(=O)OCC(=O)Nc2cccc(S(=O)(=O)N3CCOCC3)c2)c1OC	-15	-3	8	2	4	12	0	-13	0	-23
O=C(c1ccc(Cl)c(S(=O)(=O)NCc2ccco2)c1)N1CCN(c2ccc(F)cc2)CC1	2	-2	-3	-2	5	6	-3	6	-7	1
Cc1cc(Br)ccc1OCCn1ccnc1	-3	1	1	-4	-13	-2	-1	-12	0	-3
Cc1cc(C)cc(N(C(=O)c2cc3ccccc3oc2=O)C2C=CS(=O)(=O)C2)c1 (stereo not drawn)	-1	4	-9	-2	-1	-6	-9	1	-1	0
CCN(CC(=O)NCc1ccc(Cl)cc1)C(=O)CCC(=O)c1ccc(C)cc1	1	-11	-8	-1	9	11	-6	-7	-1	-1
CCC(NC(=O)CCC(=O)N1CCN(S(=O)(=O)c2ccc(C)cc2)CC1)c1ccc(C)cc1 (stereo not drawn)	3	-1	-17	4	6	17	-4	12	5	-5
C[C@H](CO)N1C[C@H](C)[C@@H](CN(C)Cc2ccc(C(F)(F)F)cc2)OCc2cnnn2CCCC1=O	1	8	3	1	-2	-6	6	-3	13	3
O=C(O)c1cccc(-n2nc(-c3ccc(Cl)c([N+](=O)[O-])c3)c3ccccc3c2=O)c1	0	1	7	-1	6	-6	6	8	1	-5
Cc1cccnc1Nc1nc(-c2ccc(F)cc2)cs1	7	3	-15	4	10	-3	1	1	0	-1
COc1ccc(C)cc1NC(=O)C1CCN(S(=O)(=O)c2cccc3cccnc23)CC1	-1	3	-1	-1	-14	1	3	17	0	-1
CC1(C(=O)NCc2ccccc2)CCC(=O)N1C1CC1 (stereo not drawn)	-1	1	0	-1	-8	1	2	-5	1	2
COC(=O)C[C@@H]1CC[C@H]2[C@@H](COc3ccc(NC(=O)Nc4ccccc4Cl)cc3C(=O)N2C)O1	-1	6	4	-3	-3	nt	9	nt	-3	-1
Cc1ccc(CS(=O)(=O)CCC(=O)NCc2ccccn2)cc1	-1	-3	5	-5	-6	7	-3	10	-5	-1
CC(C)c1ccc(NC2CCCN(C(=O)c3ccc4nccnc4c3)C2)cc1 (stereo not drawn)	3	0	-5	-4	-12	3	5	-8	-2	-4
CCc1ccc(N2C(=O)CN(Cc3sccc3C)C2=S)cc1	2	-6	-2	1	1	7	-7	-2	-1	-6
CCN1CCN(CCCNC(=O)C2CCN(c3nnc(-n4cccc4)s3)CC2)CC1	3	-6	-3	-3	-6	11	0	0	-3	-3
COc1ccc(N(C)S(=O)(=O)c2cccc(C(=O)Nc3cc(OC)ccc3OC)c2)cc1	-9	-8	-12	7	21*	-5	-4	2	-8	-11
CC(=O)c1ccc(C(=O)NC2CC(C)(C)Cc3c2cnn3-c2ccccc2)cc1 (stereo not drawn)	8	-2	-9	-2	7	0	-7	-3	-1	-12
FC(F)(F)c1cccc(N2CCN(c3nnnn3-c3ccccc3)CC2)c1	3	-2	-3	3	7	1	0	-3	-2	-4
Cn1c(C(=O)NCCc2ccccc2)cc(=O)n(C)c1=O	0	6	-3	-3	-2	6	5	8	-5	0
CN(C(=O)COC(=O)CNC(=O)c1sc2ccccc2c1Cl)C1CCS(=O)(=O)C1 (stereo not drawn)	2	1	7	-5	-22	5	-8	-8	0	0
CCc1ccccc1NS(=O)(=O)c1ccc(OC)c2ncccc12	0	-2	-3	1	0	-3	3	-5	2	-5
Cc1ccc(S(=O)(=O)N2CCN(CC(=O)NC3CCCc4ccccc43)CC2)cc1C (stereo not drawn)	11*!	-4&1	-11&4	8&-3	-3&0	-10&6	-1&-9	-10&-8	-5&2	5&-3
COc1cc(CNC(C)(C)C)cc(Br)c1OCc1cccs1	3	-5	0	-1	2	11	3	-2	-3	6
CCCCNS(=O)(=O)/C=C/c1cc2c(cc1CNC(=O)OC(C)(C)C)OCO2	-9	6	2	-19	-75	nt	2	nt	1	-11
COc1ccc(Cl)cc1N(CC(=O)Nc1ccc2c(c1)OCO2)S(C)(=O)=O	0	-2	7	0	-2	-13	2	-12	0	-1
Cc1ccccc1NC(=O)Cc1nc(COC(=O)Cc2cccc(C(F)(F)F)c2)cs1	-2	5	-6	0	3	3	-7	2	-4	-5
Cc1cc(Cl)c(S(=O)(=O)N2CCN(c3ccc(F)cc3)CC2)cc1OCC(=O)NC1CCCCC1	-1	-7	-5	-2	-8	5	1	3	4	-1
COc1cc2nc(C3CCC3)n(NC(=O)C3CCC(OC)CC3)c(=O)c2cc1OC (stereo not drawn)	4	-3	-1	1	3	-12	-2	8	0	7
CCOC(=O)N1CCN(Cc2nc(-c3ccc(Cl)cc3)no2)CC1	-3	15*	7	-6	-4	10	0	-2	-1	-1
CC(=NNC(=O)c1ccncc1)c1ccc(Cl)c(Cl)c1	2	-1	4	1	12	-1	-1	-24	0	2
COc1ccc(OC)c(CN2CCCC(CCC(=O)N(C)CCc3ccccn3)C2)c1 (stereo not drawn)	-2	6	1	-3	-12	-3	-5	-2	11	-2
O=C(CSc1nc2ccc(Cl)cc2[nH]1)NC1CCCC1	-4	-4	11	-1	-4	-2	-1	-16	-3	-7
CCNS(=O)(=O)c1ccc(Br)c(C(=O)OC(C)C(=O)NCC2CCCCC2)c1 (stereo not drawn)	1	-4	-4	0	-2	-6	-3	-9	10	-1
COc1ccc(CN2CCn3nc(C(=O)NC4CC4)cc3C2=O)cc1	0	-4	3	-2	-2	-1	0	0	-2	2
CCOc1ccc(N/C(SC)=C(/C#N)C(N)=O)cc1	3	0	-2	-2	12	6	0	4	-3	3
COc1ccc(C)cc1S(=O)(=O)N1CCC2(CC1)OCCN2S(=O)(=O)c1ccccc1	7	0	-8	-4	-7	-1	-2	2	-6	2
CCOc1cccc(N2C(=O)CC(NNC(=O)c3ccc(Br)o3)C2=O)c1 (stereo not drawn)	-1	-7	6	0	3	8	8	0	4	-33
O=C(O)CC1=C(O)C(=O)N(c2ccccc2)C1c1ccc(Br)cc1 (stereo not drawn)	1	8	-3	-4	1	2	2	4	-4	-3
Cc1ccccc1OCC(=O)Nc1ccc(N2CCOCC2)cc1N1CCOCC1	-1	-4	-2	-4	-8	1	14	4	-2	-8
Cc1onc(-c2ccccc2Cl)c1C(=O)N1CC(C)CC(C)C1 (stereo not drawn)	-2	9	3	-4	-2	2	1	-2	0	-11
CCCCOC(=O)CSc1nc2c(c(=O)[nH]c(=O)n2C)n1C/C=C(\C)Cl	13*	2	-20	3	0	3	-8	-1	3	6

Look-ups from the entries so far.
Result for CCN(CC(=O)NCc1ccc(Cl)cc1)C(=O)CCC(=O)c1ccc(C)cc1 in Tn6 DDE FP: -1
Result for Cc1ccccc1CN1CCN(CC2CC2)CC1CCO (stereo not drawn) in ARFGAP1 inhibitor: -7

Following part.
Compound	PLCg1 inh	Tn7 DDE FP	TDP2 absorb	ADAM17 inh	ADAM10 inh	ARFGAP1 inhibitor	SIAE inh	ASAP1 GAP inh	Tn6 DDE FP	PLC-beta3 inh
CC(=O)N1CCN(Cc2cc(=O)oc3cc(C)cc(C)c23)CC1	-1	6	4	-6	-13	-17	7	-3	3	3
c1ccc(CCn2nnnc2C(c2cccs2)N2CCN(Cc3ccc4c(c3)OCO4)CC2)cc1 (stereo not drawn)	0	2	-10	1	15	3	-1	10	12	2
COC(=O)CSc1nc(Cc2ccccc2)nc2ccccc12	1	-6	5	3	3	-2	-6	-5	-2	-2
COc1ccc(NC(=O)CC(c2ccccc2)c2ccco2)cc1 (stereo not drawn)	0	8	-12	-6	-5	3	0	-1	-5	-5
Cc1ccc(C)c(OCCC(=O)NCCc2ccc(S(N)(=O)=O)cc2)c1	0	-4	6	-3	-4	-2	2	-4	1	-7
CC(C)c1ccc2oc(=O)cc(CN3CCN(c4ccccc4)CC3)c2c1	-2	10	10	-4	7	3	14	12	0	0
CC[N+](CC)(CC)CC(=O)Nc1ccc(SC(F)F)cc1	-2	4	8	-1	3	9	3	-3	-1	-4
O=c1c([N+](=O)[O-])c(N2CCOCC2)c2ccccc2n1-c1ccccc1	0	2	7	-7	-10	14	-10	1	-5	-9
CCCc1cc(=O)oc2cc(OCC(=O)NCCN3CCOCC3)c(Cl)cc12	-2	2	0	-16	-79	4	3	-4	0	-7
Cc1cc(C(=O)OCC(=O)NCc2ccccc2Cl)c(C)o1	-2	-7	-5	0	-6	-7	6	-5	-7	-5
Cc1ccccc1NC(=S)NC(=O)c1cncc(Br)c1	1	3	-6	4	2	17	0	4	11	4
Cc1c(C(=O)N(C)CCc2cnn(C)c2)oc2c(F)cccc12	1	-3	15	-1	0	3	-2	-12	4	-1
O=C(CN1CCCCC1)Nc1cccc(Cl)c1	-1	-10	-3	-3	-13	-8	-6	3	-4	-5
CC(C)CCNC(=O)C(c1ccc(O)cc1)N(Cc1ccco1)C(=O)CCC(=O)Nc1nccs1 (stereo not drawn)	0	-2	-6	-3	-4	-4	-9	-7	10	-168
